Bioassay records from PubChem BioAssay.
PLCg1 inh – PLC-gamma1 enzyme inhibitors, primary screen, biochemical, fluorescence, purified enzyme; fluorogenic substrate; AID 720700, 2013; 0.84% of 370,000 active; inhibition, % at 12.2 µM; 1-phosphatidylinositol 4,5-bisphosphate phosphodiesterase gamma-1 (Homo sapiens), P19174; in the data active = inhibition above about 9.5%
Tn7 DDE FP – inhibitors of Tn7 peptide binding to fibrin DD(E), primary screen, biochemical, fluorescence polarization, human fibrin, Tn7 probe. Fibrinogen beta chain (Homo sapiens), P02675. FP displacement of FITC-Tn7 peptide from fibrin DD(E); 0% = median of compound wells per plate. inhibition, % at 8.3 µM. 0.13% of 370,000 active;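 active = inhibition above the mean of compounds falling within the control limits plus 3 SD of them, cut at about 14% in these data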;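 note: 0% = plate median of compound wells and 100% = 10 µM Aha-Tn7 peptide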
Target sequence (P02675 whole entry, looked up): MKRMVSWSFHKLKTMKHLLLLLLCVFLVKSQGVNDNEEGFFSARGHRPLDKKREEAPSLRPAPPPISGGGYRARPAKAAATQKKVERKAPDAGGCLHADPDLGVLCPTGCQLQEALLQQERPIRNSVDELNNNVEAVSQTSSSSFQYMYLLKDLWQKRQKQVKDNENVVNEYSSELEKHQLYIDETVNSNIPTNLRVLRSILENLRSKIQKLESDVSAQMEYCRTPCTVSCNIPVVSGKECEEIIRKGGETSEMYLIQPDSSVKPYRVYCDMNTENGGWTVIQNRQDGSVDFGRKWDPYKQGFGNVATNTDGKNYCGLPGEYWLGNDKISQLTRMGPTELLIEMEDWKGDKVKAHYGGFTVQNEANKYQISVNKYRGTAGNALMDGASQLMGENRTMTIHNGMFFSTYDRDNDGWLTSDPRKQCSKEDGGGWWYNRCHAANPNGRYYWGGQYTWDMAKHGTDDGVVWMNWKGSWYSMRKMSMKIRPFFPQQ
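Assay system: human fibrin DD(E). Input: DD(E) 2 µM final. Medium: Tris buffer with calcium and detergent, pH 7.8. Compound dosing: single point at 8.3 µM. Timing: 10 min plus 3 h, room temperature. Technique: fluorescence polarization of the labelled Tn7 tracer. Read-out: percent inhibition. Replicates: singlicate testing.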
Tn6 DDE FP – inhibitors of Tn6 peptide binding to fibrin DD(E), primary screen, biochemical, fluorescence polarization, human fibrin, Tn6 probe; AID 720509, 2013; Fibrinogen beta chain (Homo sapiens), P02675; inhibition, % at 8.3 µM; Fibrin DD(E) TRITC-Tn6 fluorescence polarization displacement; 0.21% of 370,000 active;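 active = inhibition above a per-campaign cutoff: mean of compounds within control limits plus 3 SD, cut at about 15% in these data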;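 note: 0% = median of all compound wells on the plate and 100% = blocking peptide control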
ARFGAP1 inhibitor – inhibitors of rat ARFGAP1 GAP activity, primary screen, biochemical, fluorescence polarization, GDP tracer; ADP-ribosylation factor GTPase-activating protein 1 (Rattus norvegicus), Q62848; Arfgap1-stimulated ARF1 GTP hydrolysis, GDP FP detection; inhibition, % at 16.5 µM; 0.26% of 360,000 active; AID 651572, 2012;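 active = inhibition above a per-plate limit, mean inhibition of low control wells plus 3 SD, cut at about 25% in these data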;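 note: 0% = DMSO wells with enzyme and 100% = wells lacking Arfgap1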
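Repeats: one replicate per compound; assay system: rat Arfgap1 catalytic domain, aa 1-136; times: enzyme reaction 120 min at 25 °C after 20 min preincubation; detection: FP of antibody-bound GDP Alexa 633 tracer, ex 620/em 688 nm; benchmarks: high control wells lacking Arfgap1, low control full reaction with DMSO; reagent: human ARF1(Δ1-17)-GTP substrate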
ASAP1 inh – inhibitors of human ASAP1 ArfGAP activity, primary screen, biochemical, fluorescence polarization | Arf-GAP with SH3 domain, ANK repeat and PH domain-containing protein 1 (Homo sapiens), … | ASAP1-stimulated ARF1 GTP hydrolysis, GDP FP detection | inhibition, % at 16.5 µM | 0.19% of 360,000 active | AID 624377, 2012; in the data active = inhibition above about 25%;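 note: 0% = vehicle with enzyme and substrate and 100% = no enzyme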
ADAM10 inh – human ADAM10 inhibitors, primary screen, biochemical, QFRET, HTS; 0.62% of 370,000 active; AID 720582, 2013; inhibition, % at 7 µM; recombinant ADAM10, EDANS/DABCYL FRET peptide cleavage, 3 h;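 active = inhibition above a per-campaign cutoff equal to the mean of compounds falling between control-based bounds plus 3 SD, cut at about 20% in these data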;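 note: 0% = DMSO wells while the 100% control is not disclosed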
TDP2 inh – human TDP2 enzyme inhibitors, primary screen, biochemical, epi absorbance, recombinant enzyme; Tyrosyl-DNA phosphodiesterase 2 (Homo sapiens), O95551; T5PNP hydrolysis, p-nitrophenol absorbance 415 nm; inhibition, % at 12.8 µM; 0.34% of 370,000 active; AID 720702, 2013;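 active = inhibition above the mean of all tested compounds plus 3 SD, set per campaign, cut at about 25% in these data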;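 note: 0% = DMSO with enzyme and 100% = buffer with substrate but no TDP2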
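Test system: Human TDP2 enzyme | Reagent: 5 mM T5PNP | Compound dosing: 12.8 µM single point, 1% DMSO | Incubation: Enzyme reaction with compound for 2 h at 37 °C | Technique: p-Nitrophenol epi absorbance | Read-out: % inhibition relative to enzyme-containing and enzyme-free wells | Benchmarks: High control without enzyme, low control DMSO plus TDP2 | Replicates: Singlicate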
SIAE primary – human SIAE inhibitors, primary screen, biochemical, fluorescence polarization, FP-Rh probe, 1536-well HTS; Sialate O-acetylesterase (Homo sapiens), Q9HAT2; SIAE FP-Rh probe binding; inhibition, % at 9.66 µM; 0.69% of 370,000 active;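 active = inhibition above a cutoff: mean of compounds within the control limits plus 3 SD of those, cut at about 17% in these data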;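 note: 0% = plate median of compound wells and 100% = probe without SIAE protein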
Target sequence (Q9HAT2 whole entry, looked up): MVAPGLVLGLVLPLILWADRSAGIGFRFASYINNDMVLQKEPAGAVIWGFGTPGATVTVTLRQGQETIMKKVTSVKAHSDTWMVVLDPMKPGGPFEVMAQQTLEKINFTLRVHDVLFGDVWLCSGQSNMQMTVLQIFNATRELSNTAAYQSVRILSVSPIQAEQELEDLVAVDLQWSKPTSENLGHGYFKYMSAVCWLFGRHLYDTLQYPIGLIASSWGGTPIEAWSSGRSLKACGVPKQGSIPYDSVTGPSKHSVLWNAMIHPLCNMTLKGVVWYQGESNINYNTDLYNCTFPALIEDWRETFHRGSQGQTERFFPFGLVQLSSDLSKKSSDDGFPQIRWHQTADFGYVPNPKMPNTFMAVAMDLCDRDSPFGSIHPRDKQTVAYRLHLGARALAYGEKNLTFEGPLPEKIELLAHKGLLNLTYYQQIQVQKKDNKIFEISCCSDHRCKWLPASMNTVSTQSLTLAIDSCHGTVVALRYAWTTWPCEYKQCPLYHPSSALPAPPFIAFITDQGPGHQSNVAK
ADAM17 inh – ADAM17 inhibitors, primary screen, biochemical, QFRET; inhibition, % at 6.95 µM; Disintegrin and metalloproteinase domain-containing protein 17 (Homo sapiens), P78536; 0.83% of 370,000 active; recombinant ADAM17, EDANS/DABCYL FRET peptide cleavage;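 active = inhibition above the mean of compounds lying between control limits plus 3 SD, set per campaign, cut at about 8.5% in these data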;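 note: 0% = DMSO-only wells as the low control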
PLC-beta3 inh – human PLC-beta3 inhibitors, primary screen, biochemical, fluorescence; 0.18% of 370,000 active; inhibition, % at 12.2 µM; Purified PLC-beta3, fluorogenic substrate; in the data active = inhibition above about 11%;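 note: 0% = median of compound wells on plate and 100% = full blocker control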
The depositor's hits bear a star; i = inactive; / = no result given.

The opening five compounds as a preview:
1) COC(=O)[C@]12C[C@H](CC(=O)NCCC(C)C)C(=O)N(CCc3ccc(OC)c(OC)c3)C1=C[C@H](C(C)(C)C)O[C@@H]2C
2) Cc1c(C(=O)N/N=C/c2ccncc2)nnn1-c1nonc1N
3) CCN(CC)C(=O)CC[C@H]1CC[C@]2(CCCN(Cc3ccc(OC)cc3)C2)O1
4) CCOCCCNC(=O)/C=C1\Sc2ccccc2N(Cc2ccccc2F)C1=O
5) C/C(=N\Nc1nc2ccccc2[nH]1)c1ccc(C)o1

Compound	1	2	3	4	5
PLCg1 inh	1	2	0	-28	-6
Tn7 DDE FP	-4	2	-3	4	8
Tn6 DDE FP	-2	-1	6	6	4
ARFGAP1 inhibitor	7	9	/	-16	0
ASAP1 inh	10	-4	/	-9	1
ADAM10 inh	7	-6	3	0	0
TDP2 inh	1	7	6	-10	-6
SIAE primary	0	0	-1	-6	1
ADAM17 inh	0	-4	0	0	2
PLC-beta3 inh	6	-6	4	-46	-3

The listing, from the start:
1) COC(=O)[C@]12C[C@H](CC(=O)NCCC(C)C)C(=O)N(CCc3ccc(OC)c(OC)c3)C1=C[C@H](C(C)(C)C)O[C@@H]2C
2) Cc1c(C(=O)N/N=C/c2ccncc2)nnn1-c1nonc1N
3) CCN(CC)C(=O)CC[C@H]1CC[C@]2(CCCN(Cc3ccc(OC)cc3)C2)O1
4) CCOCCCNC(=O)/C=C1\Sc2ccccc2N(Cc2ccccc2F)C1=O
5) C/C(=N\Nc1nc2ccccc2[nH]1)c1ccc(C)o1
6) CCCCN(CC)C(=O)c1ccc2c(c1)OCO2
7) O=C(CCNC(=O)c1ccc(Cl)cc1)Nc1cccc(S(=O)(=O)N2CCCCC2)c1
8) FC(F)(F)c1ccccc1-n1c(CN2CCCCC2)n[nH]c1=S
9) O=C(O)c1ccccc1Nc1ccccc1
10) Cc1nn(C(C)C(=O)Nc2sc3c(c2C#N)CCCC3)c(C)c1[N+](=O)[O-] (stereo not drawn)

Compound	1	2	3	4	5	6	7	8	9	10
PLCg1 inh	1	2	0	-28	-6	5	-3	5	-4	4
Tn7 DDE FP	-4	2	-3	4	8	2	-2	-3	-2	-12
Tn6 DDE FP	-2	-1	6	6	4	1	2	3	-5	-3
ARFGAP1 inhibitor	7	9	/	-16	0	13	-6	10	13	1
ASAP1 inh	10	-4	/	-9	1	-5	-13	10	16	16
ADAM10 inh	7	-6	3	0	0	3	-1	4	-3	8
TDP2 inh	1	7	6	-10	-6	9	-8	2	7	-9
SIAE primary	0	0	-1	-6	1	-2	-7	6	0	2
ADAM17 inh	0	-4	0	0	2	1	3	1	-5	2
PLC-beta3 inh	6	-6	4	-46	-3	1	-6	2	-7	3

Next part; the last 2 above are carried over.
9) O=C(O)c1ccccc1Nc1ccccc1
10) Cc1nn(C(C)C(=O)Nc2sc3c(c2C#N)CCCC3)c(C)c1[N+](=O)[O-] (stereo not drawn)
11) COc1ccc(C(=O)/C(=C\N(C)C)n2nc(C)cc2C)cc1
12) O=C(CSc1nccn1-c1ccc(F)cc1)NCc1ccc(F)cc1
13) COC(=O)c1sc(N)nc1CCNC(=O)OC(C)(C)C
14) COc1ccc(-c2csc(N3CCN(C(=O)c4ccccc4)CC3)n2)cc1
15) COC(=O)c1cc(N2CCNCC2)nc2ccccc12
16) COc1cc(-c2nnc(COC(=O)C3c4ccccc4Oc4ccccc43)o2)cc(OC)c1OC
17) O=C(NCC(c1ccco1)N1CCCC1)c1cc(S(=O)(=O)N2CCOCC2)ccc1Cl (stereo not drawn)
18) Cc1cccc(-n2c(C)cc(C=C(C#N)C#N)c2C)c1
19) CCn1c(CN2C(=O)CSc3ccccc32)n[nH]c1=S
20) O=C(/C=C\Nc1cccc(F)c1)c1cccs1

Compound	9	10	11	12	13	14	15	16	17	18	19	20
PLCg1 inh	-4	4	0	-24	2	7	-394	4	2	2	-1	-3
Tn7 DDE FP	-2	-12	-2	1	2	7	1	2	-3	-4	-3	-6
Tn6 DDE FP	-5	-3	1	-5	0	6	0	2	-2	-7	8	-3
ARFGAP1 inhibitor	13	1	-4	-3	2	1	16	13	13	-2	0	12
ASAP1 inh	16	16	-7	-8	-6	5	3	8	8	-5	5	-7
ADAM10 inh	-3	8	5	-9	-15	7	-333	5	1	-8	-2	-10
TDP2 inh	7	-9	-10	0	0	3	3	13	-11	13	-1	-8
SIAE primary	0	2	2	0	-4	1	1	5	0	4	3	1
ADAM17 inh	-5	2	-2	-7	-4	1	-136	-2	1	0	0	0
PLC-beta3 inh	-7	3	-1	-1	2	1	i	-2	-2	0	-3	-13

21) COc1ccccc1-n1c(SCC(N)=O)nnc1-c1ccccc1
22) CCCCn1c(N)c(N(CCOC)C(=O)C2CCN(S(=O)(=O)c3ccc(C)cc3C)CC2)c(=O)[nH]c1=O
23) CC(=O)Oc1oc(-c2ccccc2)nc1C=Nc1ccc(N(C)C)cc1
24) COc1ccc(CNC(=O)CSc2nc3ccc(OC)cc3[nH]2)cc1
25) COc1cnc(SCc2ccc(Cl)cc2Cl)nc1Cl
26) O=S(=O)(CS(=O)(=O)c1ccccc1Br)c1ccccc1Br
27) CN[C@H]1C[C@H]2c3[nH]c4cccc(-c5ccccc5)c4c3CCN2C[C@H]1[C@H](C)O
28) Cn1c(=O)c2c(nc(NCCCN3CCOCC3)n2Cc2ccc(Cl)c(Cl)c2)n(C)c1=O
29) Cc1ccc(Cl)cc1N1CCN(C(=O)c2ccc(NC3=NC4CS(=O)(=O)CC4S3)cc2)CC1 (stereo not drawn)
30) COc1ccc(OCC(=O)NC(=S)Nc2ccccc2F)cc1

Compound	21	22	23	24	25	26	27	28	29	30
PLCg1 inh	0	-3	-5	5	-1	22*	-194	1	3	2
Tn7 DDE FP	-3	3	2	-4	0	-5	-12	-4	3	-9
Tn6 DDE FP	0	-10	1	-5	4	1	-6	-5	-3	3
ARFGAP1 inhibitor	-10	-2	0	2	2	1	/	8	-12	6
ASAP1 inh	-5	-9	-11	3	2	5	/	11	2	-4
ADAM10 inh	-8	-7	-3	2	4	-5	-71	-11	-2	7
TDP2 inh	-7	21	1	3	1	4	-4	-3	-7	-8
SIAE primary	1	3	0	2	-7	-3	-3	7	6	7
ADAM17 inh	-6	-4	-4	3	-1	-5	-19	-5	-3	1
PLC-beta3 inh	0	-8	-13	2	5	-1	-217	-1	-10	4

31) Cc1cccc(C)c1N(CC(O)Cn1c2ccccc2c2ccccc21)S(C)(=O)=O (stereo not drawn)
32) COC(=O)c1ccc(Nc2cc(C)nc3nc(C)nn23)cc1
33) CCCCNC(=O)CCNS(=O)(=O)c1ccc(C)cc1
34) NC(=O)C1CCCN(S(=O)(=O)c2ccccc2)C1 (stereo not drawn)
35) CCN(CC)C(=O)Oc1ccc(Br)cc1C(=O)Nc1ccc(F)cc1F
36) CCOC(=O)C1CCN(Cc2ccc(F)c(Br)c2)CC1
37) C=CCN(CC#Cc1ccccc1)Cc1ccc2c(c1)OCO2
38) Cc1ccc(S(=O)(=O)NCC2(c3ccccc3)CCN(C)CC2)cc1
39) COc1ccc(Sc2nnc(Cc3ccccc3)c3ccccc23)cc1
40) Cn1c(=O)c2sccc2n2c(CCCC(=O)NCc3cccnc3)nnc12

Compound	31	32	33	34	35	36	37	38	39	40
PLCg1 inh	0	-4	0	-1	9.7*	0	0	-1	3	0
Tn7 DDE FP	5	-1	6	12	-4	4	7	3	-3	0
Tn6 DDE FP	-6	-7	1	-1	2	4	4	0	4	-2
ARFGAP1 inhibitor	-19	1	8	4	6	0	/	-3	-10	-1
ASAP1 inh	2	-2	-5	0	0	3	/	-4	-6	-2
ADAM10 inh	14	-11	2	2	6	-3	-1	-6	5	-2
TDP2 inh	3	-4	-3	4	-24	-11	-3	-5	-5	-8
SIAE primary	-4	4	-8	5	2	6	-9	0	-2	5
ADAM17 inh	5	-2	-5	-8	2	-2	-3	-1	3	-5
PLC-beta3 inh	2	-7	2	-1	1	-2	0	1	0	-10

41) COc1cccc(NC(=O)Cc2nc(-c3ccccc3)sc2-c2ccc(C)cc2)c1
42) N#CC1=C(N)OC2=C(C(=O)CCC2)C1c1cc2c(cc1Cl)OCO2 (stereo not drawn)
43) Cc1ccc(S(=O)(=O)N2C[C@@H]3[C@H]4CC[C@H](C4)[C@@H]3[C@@H](C)[C@H]2c2ccco2)cc1
44) Cc1ccc2nc(-c3ccc(N)cc3)sc2c1
45) O=C1CC(c2cccc(Cl)c2)Cc2nc(N3CCN(c4ccccc4)CC3)ncc21 (stereo not drawn)
46) COc1ccccc1N1CCN(C(=O)CSc2nnc(C)n2C2CC2)CC1
47) NS(=O)(=O)c1ccc(CCNC(=O)COc2ccc3c4c(c(=O)oc3c2)CCC4)cc1
48) CC(C)NC(=O)c1cccc(Br)c1

Compound	41	42	43	44	45	46	47	48
PLCg1 inh	-3	-1	3	-313	5	0	2	0
Tn7 DDE FP	3	3	-4	-2	0	0	3	-1
Tn6 DDE FP	-8	6	-2	1	3	-13	3	-5
ARFGAP1 inhibitor	7	-6	2	17	-11	11	-2	-2
ASAP1 inh	10	4	-11	-7	9	2	9	5
ADAM10 inh	9	-9	3	i	1	-20	-101	-8
TDP2 inh	-2	14	1	-5	3	-5	-3	4
SIAE primary	-82	-3	-1	2	-4	4	-2	-4
ADAM17 inh	5	-1	-2	i	-2	2	-29	-2
PLC-beta3 inh	-6	-4	0	-491	0	-3	-19	1

This is a random part of the collection; 3.6% or so of the library scored in one or more.
